# CHO parental Ca = ATP-evoked calcium signal inhibitors, parental CHO, primary screen, counter-screen for OX1R antagonist project, cell-based, fluorescence, Fluo-8 calcium dye; parental CHO-K1, ATP-induced calcium, Fluo-8 fluorescence; inhibition, % at 5.6 µM; 330,000 compounds, 0.63% hits; AID 463079, 2010;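 active = inhibition above that plate's mean sample inhibition plus 3 SD, cut at about 26% in these data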;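 note: 0% = ATP-challenged DMSO wells and 100% = DMSO wells without ATP; some compounds past the cut are filed as inactive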
#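 Material: parental CHO cells / Compound: single nominal dose of 5.6 µM per compound / Signal: Fluo-8 fluorescence / Replicates: singlicate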
# CHO-K1 Ca antag = counter-screen for M1 antagonists: effect in parental CHO-K1 cells | ATP-induced calcium, Fluo-8 fluorescence | inhibition, % at 3 µM | 360,000 compounds, 0.6% hits | AID 602250;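 active = inhibition above a per-plate cutoff, the plate's mean sample inhibition plus 3 SD, cut at about 24% in these data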;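 note: 0% = DMSO plus EC80 ATP and 100% = DMSO alone without ATP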
# CHO-K1 Ca PAM = nonselective calcium activators in parental CHO-K1 cells, primary screen, counter-screen for M1 PAM project, cell-based, Fluo-8 calcium fluorescence, full deck, 1536-well; ATP EC20; 0% at ATP EC20, 100% at ATP max; activation, % at 3 µM; 360,000 compounds, 0.02% hits;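 active = activation above the run cutoff, the mean activation of all test compounds plus 3 SD, cut at about 40% in these data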;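 note: peak over basal fluorescence ratio in a 140 s read after ATP addition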
# CHRM1 agonist = human M1 muscarinic receptor agonists, primary screen, Fluo-8 calcium fluorescence, CHO-K1 cells, HTS | CHO-K1 hM1, agonist mode; 0% DMSO, 100% acetylcholine EC100 | 360,000 compounds, 0.33% hits | activation, % at 3 µM;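 active = activation above the run's mean compound activation plus 3 SD, cut at about 16% in these data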;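 note: peak over basal fluorescence ratio within a 140 s kinetic read after compound addition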
# Target sequence (P11229 whole entry, looked up): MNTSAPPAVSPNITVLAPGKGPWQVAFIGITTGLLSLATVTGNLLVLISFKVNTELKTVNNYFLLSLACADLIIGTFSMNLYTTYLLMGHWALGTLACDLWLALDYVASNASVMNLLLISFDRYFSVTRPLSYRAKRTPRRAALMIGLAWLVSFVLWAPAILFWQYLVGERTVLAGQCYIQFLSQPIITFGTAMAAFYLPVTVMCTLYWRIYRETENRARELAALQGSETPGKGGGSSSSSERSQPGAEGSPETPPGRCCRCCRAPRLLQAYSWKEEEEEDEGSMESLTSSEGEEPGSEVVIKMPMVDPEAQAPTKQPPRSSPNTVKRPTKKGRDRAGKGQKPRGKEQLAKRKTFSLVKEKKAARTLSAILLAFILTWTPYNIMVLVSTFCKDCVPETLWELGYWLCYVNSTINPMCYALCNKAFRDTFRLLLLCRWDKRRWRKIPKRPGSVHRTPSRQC
# M1 antag = human M1 muscarinic receptor antagonists, primary screen, CHO-K1 cells, Fluo-8 calcium fluorescence, 1536-well; Muscarinic acetylcholine receptor M1 (Homo sapiens), P11229; CHO-K1 hM1, ACh EC80 antagonist; inhibition, % at 3 µM; 360,000 compounds, 1.3% hits; AID 588852, 2011;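 active = percent inhibition above its own plate's cutoff, namely the mean of that plate's compound wells plus 3 SD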;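 note: peak over basal fluorescence ratio during 140 s after agonist addition; 0% = ACh EC80 plus DMSO and 100% = DMSO alone without agonist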
# TAAR1 ag = human TAAR1 agonists, primary screen, Fluo-8 calcium fluorescence, CHO RD-HGA16 cells; 360,000 compounds, 0.99% hits; Trace amine-associated receptor 1 (Homo sapiens), Q96RJ0; activation, % at 3 µM; vehicle wells 0%, saturating PEA agonist 100%;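 active = activation above the mean activation of all test compounds in the run plus 3 SD, cut at about 38% in these data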
# Target sequence (Q96RJ0 whole entry, looked up): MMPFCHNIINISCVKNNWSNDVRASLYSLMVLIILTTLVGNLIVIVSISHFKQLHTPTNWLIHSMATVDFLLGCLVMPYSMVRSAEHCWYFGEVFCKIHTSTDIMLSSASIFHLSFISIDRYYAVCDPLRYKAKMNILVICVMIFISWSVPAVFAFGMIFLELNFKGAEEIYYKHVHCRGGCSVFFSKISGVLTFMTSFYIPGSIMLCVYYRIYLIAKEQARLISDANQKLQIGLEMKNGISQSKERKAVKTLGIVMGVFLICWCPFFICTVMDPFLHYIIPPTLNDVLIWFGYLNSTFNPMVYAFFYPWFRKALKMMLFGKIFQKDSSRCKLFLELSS
#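 Repeats: no replicates (n 1) | Material: CHO-derived RD-HGA16 cells with stable Gα16 and human TAAR1 | Technique: Kinetic Fluo-8 calcium fluorescence | Schedule: 17-24 h seeding, 75 min 37 °C dye, 30 min RT | Evaluation: % activation from peak over basal fluorescence ratio, DMSO-to-PEA scaled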
# M1 PAM = human M1 muscarinic receptor positive allosteric modulators, primary screen, CHO-K1 cells, Fluo-8 calcium fluorescence, 1536-well | CHO-K1 hM1, ACh EC20; 0% = ACh EC20, 100% = maximal ACh | activation, % at 3 µM | 360,000 compounds, 0.088% hits; in the data active = activation above about 19%, passing the limit was not always enough
# TAAR1 antag = human TAAR1 antagonists, primary screen, Fluo-8 calcium fluorescence, CHO RD-HGA16 cells; Trace amine-associated receptor 1 (Homo sapiens), Q96RJ0; antagonist; inhibition, % at 3 µM; 360,000 compounds, 1.5% hits;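 active = inhibition above a per-plate cutoff, the mean inhibition of test compounds on that plate plus 3 SD, cut at about 49% in these data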;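 note: 0% = DMSO plus EC80 beta-PEA response and 100% = DMSO alone without agonist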
#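 Test system: hTAAR1-expressing CHO RD-HGA16 cells, Gα16-coupled; Probe or stimulus: EC80 β-phenethylamine stimulus; Compound dosing: single nominal final test compound concentration of 3 µM; Timing: 140 s kinetic read after compound, 140 s after agonist; Signal: Fluo-8 calcium-sensitive fluorescence; Measure: % inhibition of agonist calcium response; Controls: DMSO and EC80 PEA controls.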
# M1 ag parental = counter-screen for M1 agonists: effect in parental CHO-K1 cells. Fluo-8 calcium fluorescence; scaled to maximal ATP response, vehicle zero. activation, % at 3 µM. 360,000 compounds, 0.48% hits. AID 602248, 2012; in the data active = activation above about 15%;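 note: untransfected CHO-K1 host cells lacking M1 receptor as counterscreen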
# The depositor's hits bear a star; · = no result given.
SMILES,CHO parental Ca,CHO-K1 Ca antag,CHO-K1 Ca PAM,CHRM1 agonist,M1 antag,TAAR1 ag,M1 PAM,TAAR1 antag,M1 ag parental
Cc1occc1-c1nnc(SCC(=O)Nc2ccccc2N2CCCCC2)n1C,-12,-5,8,-6,-12,16,8,-9,-0.2
CCN(CC)CC(=O)Nc1sc2c(c1C(=O)c1ccccc1C)CCC2,-4,3,-1,-6,-2,-1,4,-39,-0.3
CC1CN(C2=NC(=O)/C(=C3/C(=O)N(Cc4ccc(F)cc4)c4ccccc43)S2)CC(C)O1 (stereo not drawn),-27,-2,17,-3,0,3,3,-20,1.4
C=CCn1c(-c2cccc(OC)c2OC)n[nH]c1=S,-6,2,-5,-3,1,6,-3,-8,8.1
O=C(NNS(=O)(=O)c1ccccc1[N+](=O)[O-])c1cccnc1,-2,-9,23,-1,-18,0,14,-6,2.1
CNC(=O)NC(=O)C(C)OC(=O)c1c2c(nc3ccccc13)/C(=C/c1cccs1)CC2 (stereo not drawn),-21,1,-2,-5,-5,3,-1,29,1.9
CCN(c1ccc(NC(=O)c2ccc(Cl)nc2)cc1)C(C)C,-11,-11,5,-2,-8,15,9,-1,0.5
COc1ccc(-c2csc3ncnc(N4CCN(Cc5ccccc5)CC4)c23)cc1,-16,-2,-1,-2,-9,-1,1,46,0.5
COc1ccc(CCNC(=O)c2cccc([N+](=O)[O-])c2)cc1OC,5,10,-19,2,-22,1,12,-13,0.5
CCOC(=O)CC1C(=O)NCCN1S(=O)(=O)c1ccccc1 (stereo not drawn),-10,7,13,0,3,4,11,9,-0.5
COc1ccc(NC(=O)NCCN2CCN(c3cccc(Cl)c3)CC2)cc1,-7,-12,10,-4,-6,16,3,18,2.5
COC(=O)c1cc(C(=O)OCC(=O)N(C)c2ccccc2)cc([N+](=O)[O-])c1,-6,-13,9,-10,-13,2,9,10,0.6
CCN(CC(=O)Nc1c(F)cccc1F)C(=O)c1cc(S(=O)(=O)NCc2ccccc2)ccc1C,-43,4,10,0,4,1,5,3,-0.1
O=C(NC(Cc1ccccc1)C(=O)N1CCCCC1)c1ccccc1 (stereo not drawn),-14,0,-7,0,-16,4,10,3,2.6
O=C(O)CC(CC(=O)NCC(O)c1ccccc1)c1ccccc1 (stereo not drawn),-7,-8,-8,-3,-9,12,5,0,1.1
CCCCn1c(N)c(N(CCC(C)C)C(=O)COC(=O)c2cccnc2SC)c(=O)[nH]c1=O,·,21,-29,-3,-21,0,3,-3,-0.3
Cc1ccc(NC(=O)CCC(=O)N2CCOc3ccccc32)c(Cl)c1,-6,-9,4,-4,14,-2,-6,-3,0.0
CCOC(=O)c1ccc(NC(=S)N(CCCN2CCCCC2)Cc2ccco2)cc1,-13,-6,21,-9,0,1,-9,-16,1.4
CCOC(=O)c1c(C)nc2c(c1-c1cc(OC)ccc1OC)C(=O)CC(C)(C)C2,-5,-15,16,-2,-6,0,9,-20,0.3
O=C(c1cccc(-n2cccc2)c1)N1CCN(S(=O)(=O)c2ccccc2)CC1,-12,5,-13,-1,-12,5,10,9,2.9
N#Cc1ccc(OCC(=O)Nc2ccc(S(=O)(=O)N3CCOCC3)cc2)cc1,8,-2,0,-2,-1,16,-7,-14,2.7
O=C1[C@H]2[C@@H](c3ccc(F)cc3)N3C(=O)N(c4cccc(F)c4)C(=O)[C@@]3(Cc3ccc(Cl)cc3)[C@H]2C(=O)N1C1CCCCC1,-31,-17,21,-1,-9,1,7,8,0.0
COc1ccc(C(CC(=O)O)NC(=O)c2ccccc2)cc1OC (stereo not drawn),-8,9,-11,-2,-18,2,9,-10,-0.1
O=C(CN1C(=O)c2ccccc2C1=O)Nc1cc([N+](=O)[O-])ccc1O,-12,-22,3,-1,-3,7,6,16,0.4
Cc1ccc(C(=O)OCc2nc3ccsc3c(=O)[nH]2)o1,-26,-4,-12,0,3,1,4,-24,0.7
CCCOc1ccc(N2C(=O)CC(NCCc3ccc(S(N)(=O)=O)cc3)C2=O)cc1 (stereo not drawn),-12,6,13,-5,1,2,7,3,3.4
CCN(CC)C(=O)C1=C(C)N(CCCN2CCCC2=O)C(=O)C(CC(=O)NC2CCCCC2)C1 (stereo not drawn),·,1,7,-2,-12,0,6,-16,0.1
CC(=O)Nc1nc(C(=O)O)cs1,3,-5,9,-2,-4,2,7,11,0.1
O=C(NCCCn1ccnc1)C(=O)NCC(c1ccco1)N1CCN(c2ccc(F)cc2)CC1 (stereo not drawn),-22,-13,27,-5,-15,3,9,-40,3.4
COC(=O)C(CC(C(=O)OC)C(=O)OC)C(=O)OC,0,-14,16,-3,-14,18,1,1,0.1
Cc1cc(C)n(C/C=C/Cn2nc(C)cc2C)n1,-17,-11,12,-10,-5,4,8,-10,0.5
CCC(=O)OCc1c(C(F)(F)F)nn(C)c1Oc1cccc(C(F)(F)F)c1,-2,-11,9,-6,6,4,-5,-1,0.0
COc1ccc(N2CCN(C(=O)CSc3nnc4c(C)cc5c(C)cc(C)cc5n34)CC2)cc1,-20,-4,-1,-6,-9,1,8,-8,0.0
COC(=O)CCN(C(=O)c1cccc(OC(C)=O)c1)c1ccccn1,-3,-6,20,-1,-24,3,7,-4,0.8
CC(C)(C)NC(=O)C(c1ccncc1)N(C(=O)Cn1nnc(-c2ccc(F)cc2)n1)c1ccccc1F (stereo not drawn),·,-3,17,-5,-14,5,13,-15,0.7
COc1ccc(C2c3c(ccc4ccccc34)Oc3ncn4nc(-c5ccco5)nc4c32)cc1 (stereo not drawn),-3,2,1,-3,-14,1,8,-25,-0.2
COCCCn1c(SCC(=O)O)nc2cc(OC)c(OC)cc2c1=N,-6,-7,17,-3,-11,-1,10,12,0.1
O=C(CN1CCN(CCOCCO)CC1)N1c2ccccc2Sc2ccc(Cl)cc21,-10,-7,14,-6,93*,·,-21,·,0.5
CCc1c(C)nc(Nc2nc(C)c3cc(OC)ccc3n2)[nH]c1=O,-13,-5,18,-2,-29,5,5,-6,0.5
Cc1ccc(-c2c(C(=O)N/N=C/c3ccncc3)nnn2-c2nonc2N)cc1,-14,-10,7,-12,-5,24,1,-2,4.0
CC(=O)N1CCN(c2ccc([N+](=O)[O-])c(NCC3CCCO3)c2)CC1 (stereo not drawn),-14,14,-4,-2,-21,6,12,0,0.0
O=C1CCCN1CCCNS(=O)(=O)c1ccc(Br)s1,-12,0,11,-1,-6,-1,1,1,0.4
O=C(NCc1ccccc1)c1nc[nH]c1C(=O)N1CCN(c2ccccc2)CC1,-9,1,2,-2,5,14,-3,8,3.8
CCCCCCCC(=O)NNC(=O)CC(=O)Nc1ccccc1C(=O)O,-5,4,-8,-3,11,-1,0,-22,0.2
O=C1NC(c2ccccc2)=NC1(NS(=O)(=O)c1ccccc1)C(F)(F)F (stereo not drawn),-7,10,-6,-4,1,7,0,-12,-0.1

# Another view of 3 compounds above:
COc1ccc(C(CC(=O)O)NC(=O)c2ccccc2)cc1OC (stereo not drawn)
  CHO parental Ca: -8	CHO-K1 Ca antag: 9	CHO-K1 Ca PAM: -11	CHRM1 agonist: -2	M1 antag: -18	TAAR1 ag: 2	M1 PAM: 9	TAAR1 antag: -10	M1 ag parental: -0.1
COc1ccc(C2c3c(ccc4ccccc34)Oc3ncn4nc(-c5ccco5)nc4c32)cc1 (stereo not drawn)
  CHO parental Ca: -3	CHO-K1 Ca antag: 2	CHO-K1 Ca PAM: 1	CHRM1 agonist: -3	M1 antag: -14	TAAR1 ag: 1	M1 PAM: 8	TAAR1 antag: -25	M1 ag parental: -0.2
O=C(CN1CCN(CCOCCO)CC1)N1c2ccccc2Sc2ccc(Cl)cc21
  CHO parental Ca: -10	CHO-K1 Ca antag: -7	CHO-K1 Ca PAM: 14	CHRM1 agonist: -6	M1 antag: 93*	TAAR1 ag: ·	M1 PAM: -21	TAAR1 antag: ·	M1 ag parental: 0.5

# Next part.
SMILES,CHO parental Ca,CHO-K1 Ca antag,CHO-K1 Ca PAM,CHRM1 agonist,M1 antag,TAAR1 ag,M1 PAM,TAAR1 antag,M1 ag parental
O=C(Nc1ccc(Cl)cn1)c1ccc(COCC(F)(F)C(F)F)o1,-19,-10,19,-7,-3,5,3,-9,1.5
O=C1c2cccnc2C(O)N1C1CCCCC1 (stereo not drawn),-3,0,13,-3,-3,3,1,-18,0.2
COc1ccc(S(=O)(=O)N2CCOC2CNC(=O)C(=O)NCc2cccnc2)cc1OC (stereo not drawn),-3,-3,-6,-1,10,2,1,-12,-0.1
COc1ccc(C(=O)N2CCN(Cc3nc(CC4CC4)no3)CC2)cc1,-18,4,-11,-1,1,-1,3,-14,-0.3
COc1cccc(Cn2nnc(C(=O)Nc3cc(C)ccc3OC)c2N)c1,-6,26*,-12,2,-17,·,9,·,-0.3
CCc1cccc(NC(=O)CCS(=O)(=O)c2cccc3nonc23)c1,-23,5,-5,-4,-7,4,9,-6,0.0
COC(=O)Nc1ccc(S(=O)(=O)N2CCN(C)CC2)cc1,0,1,6,-3,-8,-2,10,-20,0.0
COc1ccc(C(C)=O)cc1CSc1nnnn1-c1ccc(O)cc1,-24,-4,12,-2,-4,0,1,-14,5.3
Cc1cccc2c(N)c3c(nc12)N(C)CC3,-7,-13,0,-6,-13,-1,14,-9,0.3
CC(C)CNC(=O)c1noc2c1CCCC2,-6,-2,3,-8,6,0,-1,-3,-0.1
COc1ccc(OC)c(S(=O)(=O)n2ccc(C)n2)c1,1,9,-17,-2,-4,0,4,4,0.1
CCN(CCNC(=O)C1CC(=O)N(CCc2ccccc2)C1)c1ccccc1 (stereo not drawn),-30,7,0,-1,1,3,3,1,-0.5
O=c1c(Cc2c(F)cccc2Cl)c(O)ccn1CCc1c[nH]c2ccccc12,-6,-14,8,-6,-1,7,2,2,1.6
CCOc1ccccc1CN1CCNC(=O)C1CC(=O)NCc1nc(C)cs1 (stereo not drawn),·,-5,-5,-4,-6,2,3,-5,0.0
CCN(C(=O)c1cccnc1SC)C12CC3CC(CC(C3)C1)C2,-13,-6,2,-2,-3,10,-7,-28,-0.8
Cc1nnc(SC(C)C#N)n1-c1ccccc1 (stereo not drawn),-10,-17,12,-3,6,17,-3,11,0.3
CC(C)Cn1c(N)c(C(=O)COC(=O)c2ccc3c(c2)OCCO3)c(=O)n(C)c1=O,21,4,9,1,2,26,1,23,8.2
CC1(C)[C@@H](O)CC[C@]2(C)C3C(O)C=C4[C@H]5C[C@@](C)(CO)CC[C@]5(C)CC[C@]4(C)[C@]3(C)CC[C@@H]12 (stereo partly drawn),-5,-2,9,-1,-3,26,3,-16,-0.3

# Screening results (PubChem)

# An unsorted share of the library (roughly 4.4% active in at least one column).
